Source: PubChem
ARFGAP1 inh = inhibits rat ARF GTPase activating protein 1; inhibition, % at 16.5 µM; 360,000 tested, 0.26% active; AID 651572; Q62848; Arfgap1-stimulated ARF1 GTP hydrolysis, GDP FP detection;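 active = inhibition above a per-plate limit, mean inhibition of low control wells plus 3 SD, cut at about 25% in these data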;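 also: 0% = DMSO wells with enzyme and 100% = wells lacking Arfgap1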
Target sequence (Q62848 1-136 limits assumed): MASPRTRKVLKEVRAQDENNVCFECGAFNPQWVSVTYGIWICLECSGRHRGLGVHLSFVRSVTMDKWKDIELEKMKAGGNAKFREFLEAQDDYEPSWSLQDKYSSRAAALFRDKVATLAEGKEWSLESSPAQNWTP
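System: truncated rat Arfgap1 GAP domain / Medium: HEPES-based buffer, pH 7.5 / Also added: N-terminally truncated human ARF1-GTP substrate / Incubation: enzyme reaction 120 min at 25 °C after 20 min preincubation / Measured by: FP of antibody-bound GDP Alexa 633 tracer, ex 620/em 688 nm / Replicates: singlicate, each compound tested once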
proKLK7 act = proKLK7 (human) activation, primary screen; P49862; purified proKLK7, EDANS-DABCYL substrate fluorescence; 100% is mature enzyme control, 0% vehicle; activation, % at 7 µM; 370,000 tested, 0.9% active; AID 652039;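 active = activation above the mean of all tested compounds plus 3 SD, computed per campaign excluding outliers beyond control limits, cut at about 13% in these data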
Target sequence (P49862 whole entry, looked up): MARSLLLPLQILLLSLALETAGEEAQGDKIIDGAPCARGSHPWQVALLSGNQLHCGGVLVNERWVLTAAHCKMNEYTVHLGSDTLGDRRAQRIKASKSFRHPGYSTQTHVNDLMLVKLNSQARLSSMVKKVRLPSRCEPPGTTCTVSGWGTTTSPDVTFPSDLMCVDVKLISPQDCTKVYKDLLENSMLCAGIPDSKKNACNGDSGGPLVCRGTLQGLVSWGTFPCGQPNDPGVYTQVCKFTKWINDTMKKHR
ASAP1 GAP inh = inhibitors of human ASAP1 ArfGAP activity; Q9ULH1; ASAP1-stimulated ARF1 GTP hydrolysis, GDP FP detection; inhibition, % at 16.5 µM; 360,000 tested, 0.19% active; AID 624377; in the data active = inhibition above about 25%;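 also: 0% = vehicle with enzyme and substrate and 100% = no enzyme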
Target sequence (Q9ULH1 325-724 limits assumed): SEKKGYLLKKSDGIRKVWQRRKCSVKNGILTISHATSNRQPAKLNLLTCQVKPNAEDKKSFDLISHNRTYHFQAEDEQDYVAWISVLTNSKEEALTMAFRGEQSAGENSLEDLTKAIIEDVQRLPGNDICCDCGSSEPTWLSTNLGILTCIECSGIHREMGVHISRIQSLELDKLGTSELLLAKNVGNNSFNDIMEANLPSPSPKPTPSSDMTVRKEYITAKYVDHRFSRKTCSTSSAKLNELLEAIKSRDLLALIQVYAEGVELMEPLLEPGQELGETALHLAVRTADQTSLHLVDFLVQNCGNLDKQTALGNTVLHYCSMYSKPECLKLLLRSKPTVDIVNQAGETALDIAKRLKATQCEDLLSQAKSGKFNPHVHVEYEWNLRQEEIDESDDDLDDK
ADAM17 inh = inhibitors of human ADAM17; AID 720648; recombinant ADAM17, EDANS/DABCYL FRET peptide cleavage; 370,000 tested, 0.83% active; P78536; inhibition, % at 6.95 µM;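 active = inhibition above the mean of compounds lying between control limits plus 3 SD, set per campaign, cut at about 8.5% in these data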;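 also: 0% = DMSO-only wells as the low control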
PLC-beta3 inh = inhibitors of human phospholipase C beta3; Q01970; Purified PLC-beta3, fluorogenic substrate, fluorescence; inhibition, % at 12.2 µM; 370,000 tested, 0.18% active; in the data active = inhibition above about 11%;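 also: 0% = median of compound wells on plate and 100% = full blocker control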
MBD2 inh = blocks human MBD2 binding to methylated DNA. TR-FRET, MBD2 binding to methylated oligonucleotide. inhibition, % at 4.4 µM. 370,000 tested, 0.31% active. AID 686964; in the data active = inhibition above about 13%
DDE Tn6 FP inh = inhibitors of Tn6 peptide binding to human fibrin DD(E); Fibrin DD(E) TRITC-Tn6 fluorescence polarization displacement; inhibition, % at 8.3 µM; 370,000 tested, 0.21% active; AID 720509;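 active = inhibition above a per-campaign cutoff: mean of compounds within control limits plus 3 SD, cut at about 15% in these data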;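 also: 0% = median of all compound wells on the plate and 100% = blocking peptide control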
UHRF1 MBD2 ctr = blocks human UHRF1 binding to methylated DNA; UHRF1 binding to methylated oligo, TR-FRET; inhibition, % at 4.4 µM; 370,000 tested, 0.75% active; AID 687016; in the data active = inhibition above about 21%;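 also: UHRF1 SRA domain binding a hemimethylated CpG hairpin DNA probe; 0% = median of test compound wells and 100% = reference inhibitor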
PLC-gamma1 inh = inhibitors of human phospholipase C gamma1; P19174; 370,000 tested, 0.84% active; inhibition, % at 12.2 µM; purified PLC-gamma1, fluorogenic substrate, fluorescence; AID 720700; in the data active = inhibition above about 9.5%
DDE Tn7 FP inh = DD(E)-Tn7 binding inhibition, primary FP screen. P02675. FP displacement of FITC-Tn7 peptide from fibrin DD(E); 0% = median of compound wells per plate. inhibition, % at 8.3 µM. 370,000 tested, 0.13% active;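 active = inhibition above the mean of compounds falling within the control limits plus 3 SD of them, cut at about 14% in these data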;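 also: 0% = plate median of compound wells and 100% = 10 µM Aha-Tn7 peptide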
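Test system – human fibrin DD(E) · Times – 10 min preincubation, 3 h with tracer, room temperature · Detection – fluorescence polarization of the labelled Tn7 tracer · Measure – percent inhibition normalized to high-control wells · Benchmarks – high control wells with 10 µM unlabelled Aha-Tn7 peptide (full inhibition) · Repeats – singlicate testing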
The depositor's hits bear a star.

nr | SMILES | PLC-gamma1 inh | UHRF1 MBD2 ctr | DDE Tn6 FP inh | DDE Tn7 FP inh | ADAM17 inh | ARFGAP1 inh | PLC-beta3 inh | MBD2 inh | ASAP1 GAP inh | proKLK7 act
1 | CSCCC(NS(=O)(=O)c1ccc(C)cc1C)C(=O)Nc1cccnc1 (stereo unspecified) | -1.9 | 2.0 | 0.1 | 1.9 | -6.1 | 0.2 | 0.2 | -0.2 | -2.6 | -0.4
2 | Cc1ccc2c(c1)COc1c3ccc(C(=O)NCCO)cc3nn1-2 | -170.6 | -9.0 | -3.9 | -0.4 | -94.6 | -9.2 | -188.2 | -5.3 | 11.8 | 11.4
3 | Cc1cccc(C)c1OCC(=O)N/N=C/c1cccnc1 | 5.1 | -0.6 | -4.3 | -10.1 | 1.6 | -12.1 | 0.1 | 2.5 | 14.4 | 0.7
4 | COC(=O)c1ccc(N)cc1O | 1.1 | -2.2 | -9.5 | -4.3 | -1.5 | 3.0 | -0.3 | 0.4 | 6.2 | -0.5
5 | CCN1CCCc2cc(CN(CCN3CCOCC3)C(=S)Nc3ccc(OC)c(OC)c3)ccc21 | -38.1 | 5.8 | -4.4 | 5.7 | -13.6 | 0.3 | -64.2 | 7.5 | 3.7 | -0.6
6 | O=C(NCCc1ccc(F)cc1)c1n[nH]c2ccccc12 | 2.6 | 7.6 | -0.7 | 4.4 | -1.0 | 10.3 | -4.2 | 2.3 | -4.4 | 0.3
7 | Cc1ccc(NC(=S)N/N=C/c2cccn2Cc2ccccc2F)cc1 | -2.4 | -4.5 | -1.1 | -0.8 | -0.3 | -1.0 | -11.9 | 0.2 | 4.8 | -0.3
8 | C=CCn1c(N2CCCC2)nc2c1c(=O)[nH]c(=O)n2C | -1.8 | 0.4 | 5.9 | 1.2 | -4.2 | -1.1 | -0.4 | 4.8 | 8.6 | 0.3
9 | CCOC(=O)CNc1cccc(C(F)(F)F)c1 | 0.5 | 1.6 | -7.7 | 1.8 | -1.5 | -3.9 | -2.7 | -0.3 | -15.1 | 0.1
10 | CNC(=S)N(Cc1ccc(OC)cc1)Cc1cc2cccc(C)c2[nH]c1=O | 0.0 | 0.3 | -0.8 | 0.0 | -0.4 | 1.6 | -0.3 | 0.9 | 16.1 | 1.2
11 | COC(=O)c1cccnc1Oc1ccccc1 | 2.3 | 1.0 | -1.0 | 1.9 | -3.0 | 7.5 | -7.7 | -2.1 | 20.0 | 0.2
12 | CCOC(=O)c1cc(CC)sc1NC(=O)CCC(=O)O | -4.0 | -0.5 | 5.5 | -0.7 | -1.7 | 4.4 | -1.2 | -0.8 | -2.1 | 0.0
13 | CSc1ccc(Cl)c(C(=O)NCC(C)C)c1 | 6.4 | -2.7 | 1.3 | 2.3 | 3.3 | 8.5 | 1.9 | -1.0 | 2.4 | -0.4
14 | S=C(Nc1ccc(Cl)cc1)Nc1cccc2cnccc12 | -14.3 | 14.6 | 4.0 | 0.6 | -1.1 | 6.4 | -19.1 | -7.2 | 10.8 | 0.9
15 | Fc1ccc(-c2nc3c(-c4ccc(Cl)cc4)cnn3cc2CCN2CCOCC2)cc1 | -12.8 | -1.9 | 1.8 | 1.8 | 3.5 | -3.9 | -27.3 | -5.0 | 13.1 | 0.3
16 | CC(OC(=O)c1ccccc1)C(=O)NCc1ccco1 (stereo unspecified) | 2.1 | 3.1 | 2.2 | -3.6 | 2.4 | 4.4 | -6.5 | -2.5 | 1.8 | -0.2
17 | Cc1ccc(C(C(=O)NC(C)(C)C)N(Cc2ccccc2)C(=O)c2snc(C(N)=O)c2N)o1 (stereo unspecified) | -0.6 | -5.7 | -1.1 | 5.5 | -8.6 | 0.6 | -2.8 | -7.0 | 9.4 | -0.1
18 | C/C=C(/C)C(=O)Nc1cccc(C2=NOC3(C2)C[C@@H](C(N)=O)N(C(=O)C2(C)CC2)C3)c1 (stereo partly specified) | -1.0 | -2.1 | 6.2 | 3.2 | -5.1 | -4.3 | -0.2 | 0.9 | -10.9 | -0.3
19 | O=C(O)COc1ccccc1/C=N/NC(=O)CN1CCN(Cc2ccccc2Cl)CC1 | -2.0 | -0.4 | -5.1 | 1.7 | -8.4 | 10.1 | -8.0 | -1.5 | 13.1 | -0.1
20 | Cc1[nH]c(C)c(S(=O)(=O)N(Cc2ccccc2)C(C)C)c1C(=O)N1CCCC1 | 0.5 | -1.4 | -2.1 | 4.3 | 1.5 | -5.8 | -3.6 | -3.3 | -6.5 | 0.2
21 | CCc1cc2cc(C)ccc2nc1SCC(=O)Nc1cc(C)on1 | 1.1 | 0.7 | -5.3 | 5.7 | -1.1 | 6.5 | 1.6 | -0.2 | 1.6 | -0.4
22 | Cc1cc(N)n(-c2nc(-c3cccnc3)nc3ccccc23)n1 | 7.3 | -0.3 | -4.4 | 5.5 | 8.5 | 6.7 | -0.8 | -5.8 | -10.6 | -0.5
23 | COc1ccc(CNC(=S)NNC(=O)c2cc3ccccc3o2)cc1 | -17.4 | -2.4 | -1.1 | -1.2 | -14.9 | 7.1 | -34.6 | 5.0 | -2.9 | 17.4*
24 | Nc1ccc2nc(C3CCCCC3)[nH]c2c1 | -7.5 | -0.4 | -2.5 | -1.2 | -3.5 | -3.3 | -6.2 | -2.2 | 0.5 | 0.0
25 | NC(=O)C1CCN(CC(=O)N2N=CCC2c2ccccc2)CC1 (stereo unspecified) | 1.9 | 5.4 | -2.7 | 4.5 | 1.4 | 6.8 | 3.6 | 4.9 | 0.3 | 0.2
26 | CN1Cc2c(N3CCOCC3)nc3sc(C(=O)c4ccccc4)c(N)c3c2CC1(C)C | -51.8 | -0.9 | -5.7 | -1.1 | -2.3 | 1.1 | -80.1 | 0.9 | 14.4 | 0.1
27 | CCOC(=O)c1c(NC(=O)CSc2nc3ccccc3c(=O)n2-c2ccc(F)cc2)sc(C(C)=O)c1C | -0.8 | 1.2 | 3.0 | -3.3 | -0.8 | 1.0 | 1.8 | 1.5 | 4.0 | -0.2
28 | COc1ccc(CNC(=O)c2c(O)c3cccc4c3n(c2=O)CCC4)cc1OC | 5.2 | 1.1 | -1.9 | -1.1 | 0.9 | 4.4 | 5.8 | 4.9 | -0.9 | 0.0
29 | Nc1cc2c(cc1N)-c1ccccc1C2 | -66.5 | -1.3 | -14.8 | 1.9 | -31.9 | 6.0 | -83.5 | -0.3 | -10.4 | -4.2
30 | CCOc1ccc(S(=O)(=O)Nc2ccccc2C(=O)N/N=C/c2c(OC)ccc3ccccc23)cc1 | -40.2 | -7.3 | 7.7 | 4.0 | 4.1 | -5.4 | -41.9 | -6.2 | -0.5 | -1.3

Along the list, from the results shown:
Entries 22 to 26 in ASAP1 GAP inh, in turn: -10.6, -2.9, 0.5, 0.3, 14.4
Entries 22 to 26 in proKLK7 act, in turn: -0.5, 17.4*, 0.0, 0.2, 0.1
Entries 22 to 26 in PLC-beta3 inh, in turn: -0.8, -34.6, -6.2, 3.6, -80.1

Continuation.
nr | SMILES | PLC-gamma1 inh | UHRF1 MBD2 ctr | DDE Tn6 FP inh | DDE Tn7 FP inh | ADAM17 inh | ARFGAP1 inh | PLC-beta3 inh | MBD2 inh | ASAP1 GAP inh | proKLK7 act
31 | COc1ccc(CN2CCN(Cc3ccc(OC)c(OC)c3OC)CC2)cc1 | 3.6 | 0.8 | 4.1 | 6.5 | -1.9 | 0.6 | -3.1 | -3.7 | -6.4 | 0.2
32 | Cc1cccc(N2CC(C(=O)OCC(=O)Nc3sccc3C(N)=O)CC2=O)c1C (stereo unspecified) | -0.9 | -2.1 | 2.0 | -10.6 | 1.5 | 0.1 | 5.3 | -3.3 | -11.9 | -0.1
33 | CCc1nc2ccc(C(=O)NCCOc3ccc(OC)cc3)cn2c1N(C)C(=O)C1CCCCC1 | 0.0 | -1.4 | 15.8* | 7.1 | -7.3 | -11.9 | 0.3 | 3.8 | 1.1 | 0.1
34 | O=C(CN1C(=O)C2C3C=CC(C3)C2C1=O)Nc1cccc2c1CCCC2 (stereo unspecified) | -1.5 | -1.4 | 4.0 | 6.1 | -4.3 | 8.3 | 2.7 | -5.3 | -9.5 | 0.2
35 | Cc1cc(=O)oc2c3c(cc(OCC(=O)NCC(O)c4ccccc4)c12)OC(C)(C)CC3 (stereo unspecified) | -72.6 | -0.2 | 5.3 | 4.3 | -81.3 | -2.3 | -99.0 | -3.4 | 4.6 | -10.6
36 | COCCCNC(=O)CCc1c(C)nc2c(-c3ccc(F)cc3)c(C)nn2c1C | -21.1 | -1.9 | -5.8 | -0.3 | -3.7 | -3.1 | -42.5 | 2.3 | 5.3 | 0.3
37 | CNC(C)C#Cc1ccc2sc3cccc(OC)c3c(=O)c2c1 (stereo unspecified) | -245.6 | 2.1 | 4.5 | 4.7 | -61.0 | 28.4* | -268.2 | -1.2 | 21.5 | -6.3
38 | C=Cn1c(N2CCOCC2)nc2c1c(=O)[nH]c(=O)n2C | -1.1 | 16.6 | 4.0 | -1.9 | -0.2 | 1.1 | 0.8 | 3.7 | 4.8 | -0.1
39 | O=C(O)c1ccccc1NC(c1ccccc1)c1ccc(Cl)cc1 (stereo unspecified) | -225.5 | 2.0 | 6.6 | 2.4 | -91.5 | -8.9 | -307.8 | 5.4 | -5.8 | 0.6
40 | C=CCN1C(=O)c2ccc(C(=O)N3CCN(c4ccccc4OC)CC3)cc2C1=O | 1.9 | -0.2 | 3.7 | 1.4 | 0.9 | -3.1 | -6.3 | -1.4 | -3.0 | 0.3
41 | Cc1ccc(CNC(=O)CNC(=S)N(Cc2ccccc2)Cc2cccnc2)cc1 | -0.4 | -0.5 | -8.7 | -0.4 | -6.8 | 2.1 | -9.1 | 7.2 | 10.6 | 0.5
42 | CCc1noc(C)c1C(=O)Nc1ccc(C#N)cc1 | 0.9 | -0.5 | -5.6 | 2.8 | -2.9 | -7.2 | 0.7 | 3.9 | 13.2 | 0.4
43 | COc1ccc(Cl)cc1NC(=O)COC(=O)CNC(=O)c1ccc([N+](=O)[O-])c(C)c1 | -1.8 | -0.4 | 0.6 | 7.0 | -1.0 | -4.8 | 0.6 | -0.9 | 4.2 | -0.4
44 | CCc1nc2c(OCc3ccc(Cl)cc3Cl)cccn2c1N(C)C(=O)CC(C)C | 1.6 | 0.7 | -5.8 | -4.3 | 0.4 | 13.2 | -0.4 | 0.1 | -1.9 | 0.8
45 | Cc1cc(Cl)ccc1NC(=O)COC(=O)c1c(C)noc1C | 0.4 | -1.7 | -0.2 | 1.5 | 1.0 | 7.0 | -1.4 | -0.3 | -0.2 | -0.4
46 | COc1ccccc1-c1nnc(NC(=O)C(C)SC2=NCCS2)s1 (stereo unspecified) | -4.4 | 2.8 | 3.5 | -5.8 | -2.5 | -4.7 | -6.8 | 5.4 | 19.5 | -1.2

A few values from the list.
`CCc1cc2cc(C)ccc2nc1SCC(=O)Nc1cc(C)on1` | UHRF1 MBD2 ctr = 0.7
`Cc1cc(Cl)ccc1NC(=O)COC(=O)c1c(C)noc1C` | proKLK7 act = -0.4
`CC(OC(=O)c1ccccc1)C(=O)NCc1ccco1` (stereo unspecified) | ADAM17 inh = 2.4
